ssDAF-12 act: activates DAF-12 receptor from parasite S. stercoralis; AID 652126; actives 1% (n = 370,000); HEK293 ssDAF-12/GRIP1 lit1-tk-luc reporter, luminescence; % of 3 µM dafachronic acid response; activation, % at 6.8 µM;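 active = activation above the mean over all tested compounds plus 3 SD, cut at about 0.9% in these data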;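 note: 0% = DMSO-only wells and 100% = 3 µM delta7-dafachronic acid wells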
hgDAF-12 ag: activates the H. glycines DAF-12 receptor ligand-binding domain | HEK293 GAL4-hgDAF12 UAS-luciferase reporter, agonist luminescence; normalized to butyrate control | activation, % at 6.8 µM | actives 1.8% (n = 370,000) | AID 687014;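 active = activation above a cutoff set at the mean of all screened compounds plus 3 SD, cut at about 10% in these data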;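 note: 0% = DMSO wells and 100% = sodium butyrate wells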
DAX1 inh-1: NR0B1 (DAX1) inhibition | HEK293 Gal4-DAX1 luciferase reporter, luminescence | inhibition, % at 6.75 µM | actives 0.99% (n = 340,000) | AID 504766;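 active = inhibition above the mean over all tested compounds plus 3 SD, cut at about 4.2% in these data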;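 note: 0% = DAX1-transfected cells with DMSO and 100% = empty-vector control cells with DMSO; inhibition shows as a rise in luminescence from relieved DAX1 repression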
NPR1 activator: GC-A (human) enzyme activation | P16066 | HEK293 GC-A cells, cGMP TR-FRET, EC30 ANP; 0% at EC30 ANP, 100% saturating ANP | activation, % at 10 µM | actives 0.14% (n = 370,000); in the data active = activation above about 40%
hcDAF-12 act: H. contortus DAF-12 activation, primary screen; HEK293 hcDAF-12 lit1-tk-luc reporter, luminescence; 0% DMSO, 100% Δ7-dafachronic acid; activation, % at 6.8 µM; actives 1.4% (n = 370,000); AID 652067;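 active = activation above the mean of all tested compounds plus 3 SD, cut at about 5.5% in these data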;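 note: 100% = response to 3 µM Δ7-dafachronic acid high control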
ADAM10 inh: inhibitors of human ADAM10 | O14672 | recombinant ADAM10, EDANS/DABCYL FRET peptide cleavage, 3 h | inhibition, % at 7 µM | actives 0.62% (n = 370,000);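 active = inhibition above a per-campaign cutoff equal to the mean of compounds falling between control-based bounds plus 3 SD, cut at about 20% in these data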;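 note: 0% = DMSO wells while the 100% control is not disclosed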
FXN GAA850 act: frataxin GAA850 promoter activation; actives 0.56% (n = 360,000); activation, % at 6 µM; HEK293 lucGAA850 FXN promoter luciferase reporter, 24 h; percent of 10 µM SAHA response;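 active = activation above the average of all compounds screened plus 3 SD, cutoff fixed separately per campaign, cut at about 7.5% in these data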;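 note: 0% = DMSO wells and 100% = 10 µM SAHA wells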
NPR2 activator: GC-B (human) receptor activation; HEK293-GC-B cells, CNP EC30, cGMP TR-FRET; 0% at EC30 CNP, 100% saturating CNP; activation, % at 10 µM; actives 0.11% (n = 370,000);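 active = activation at 10 µM reaching about 35% in either raw or pattern-adjusted values, limit read from the data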
Target sequence (P20594 whole entry, looked up): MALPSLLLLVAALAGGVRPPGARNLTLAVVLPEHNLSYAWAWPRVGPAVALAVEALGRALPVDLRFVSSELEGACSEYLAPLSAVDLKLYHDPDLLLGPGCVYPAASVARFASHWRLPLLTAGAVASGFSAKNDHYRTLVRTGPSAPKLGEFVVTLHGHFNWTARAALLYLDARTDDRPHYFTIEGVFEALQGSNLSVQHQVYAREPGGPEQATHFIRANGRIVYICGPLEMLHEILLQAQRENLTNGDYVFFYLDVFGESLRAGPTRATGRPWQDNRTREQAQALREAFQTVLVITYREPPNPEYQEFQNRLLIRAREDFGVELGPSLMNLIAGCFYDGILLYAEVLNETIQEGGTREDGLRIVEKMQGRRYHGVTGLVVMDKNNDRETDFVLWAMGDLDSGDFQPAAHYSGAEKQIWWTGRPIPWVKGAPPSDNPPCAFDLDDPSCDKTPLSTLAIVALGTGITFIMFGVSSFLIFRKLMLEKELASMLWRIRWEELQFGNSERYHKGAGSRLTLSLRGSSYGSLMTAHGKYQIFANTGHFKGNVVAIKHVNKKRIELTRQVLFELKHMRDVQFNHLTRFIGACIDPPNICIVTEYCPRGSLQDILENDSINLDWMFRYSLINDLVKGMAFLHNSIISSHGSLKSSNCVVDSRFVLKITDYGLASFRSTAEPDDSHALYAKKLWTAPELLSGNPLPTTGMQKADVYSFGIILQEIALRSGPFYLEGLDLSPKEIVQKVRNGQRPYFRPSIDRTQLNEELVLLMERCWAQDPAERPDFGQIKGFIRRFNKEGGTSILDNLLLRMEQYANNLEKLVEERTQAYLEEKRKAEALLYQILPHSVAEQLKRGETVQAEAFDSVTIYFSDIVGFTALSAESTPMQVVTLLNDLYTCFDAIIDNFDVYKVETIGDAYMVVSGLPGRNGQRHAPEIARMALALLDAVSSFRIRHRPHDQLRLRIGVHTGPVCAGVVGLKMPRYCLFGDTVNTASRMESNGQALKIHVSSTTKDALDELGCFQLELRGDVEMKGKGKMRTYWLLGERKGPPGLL
sPLA2-III inh: Blocks human group III sPLA2 activity. Q9NZ20. QFRET BODIPY PC-A2 liposome hydrolysis, fluorescence. inhibition, % at 12.2 µM. actives 0.56% (n = 370,000). AID 743126;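 active = inhibition above mean plus 3 SD of compounds lying within the high and low control bounds, cut at about 19% in these data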;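 note: 0% = median of test compound wells and 100% = no enzyme DMSO wells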
DAX1 inh-2: DAX1 (NR0B1) inhibition, primary screen | AID 652010 | actives 1.1% (n = 370,000) | inhibition, % at 6.8 µM | HEK293T StAR-luciferase reporter, SF-1/DAX-1 repression relief;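 active = inhibition above the mean over all tested compounds plus 3 SD, cut at about 3.6% in these data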;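 note: 0% = DAX-1 cells with DMSO and 100% = cells lacking DAX-1 with DMSO; higher inhibition means more luminescence from relief of DAX-1 repression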
SMARCA2 act: activators of SMARCA2 function; AID 652017; MG213 cells, MMTV-luciferase reporter, dexamethasone, overnight; actives 1% (n = 370,000); activation, % at 9.1 µM; in the data active = activation above about 7.8%;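 note: 0% = vehicle wells and 100% = reference activator wells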
Starred values were filed as active, the others as inactive; i = inactive; / = no result given.

SMILES	ssDAF-12 act	hgDAF-12 ag	DAX1 inh-1	NPR1 activator	hcDAF-12 act	ADAM10 inh	FXN GAA850 act	NPR2 activator	sPLA2-III inh	DAX1 inh-2	SMARCA2 act
O=C(COC(=O)CCC1CCCC1)Nc1nc2c(F)c(F)c(F)cc2s1	-0.8	-2.4	0.7	4	0.3	-3	3.0	5	-4	0.1	0
CC(=O)COC(=O)c1ccc2noc(-c3ccccc3)c2c1	-0.8	6.5	1.0	-7	2.9	-31	2.4	-3	-8	0.4	4
CCN1CCN(c2cc(C)c3cc(NC(=O)CCC(=O)Nc4ccc(OC)cc4OC)ccc3n2)CC1	-0.2	2.5	-1.5	2	0.0	-175	0.2	-3	0	0.8	-3
COc1ccc(-n2c(=O)c3c4c(sc3n(CC(=O)NCC3CCCO3)c2=O)CCCC4)c(OC)c1 (configuration not stated)	-1.4	-1.2	-0.9	-1	-0.8	-7	-2.6	6	7	-0.4	-4
O=[N+]([O-])c1cccc(-c2cc3cccc[n+]3cc2-c2cccc([N+](=O)[O-])c2)c1	-0.4	3.2	0.1	4	-1.0	6	-0.8	-3	5	-0.5	0
O=C(CSc1nc2ccccc2c(=O)[nH]1)c1cccs1	-0.7	1.1	0.8	0	0.1	1	0.1	-9	-41	0.8	3
CNC(=O)C[C@H]1C(=O)N(C2CCCCC2)C[C@@H]1CSC	-0.7	1.4	0.1	2	2.6	-10	-0.5	-2	0	-0.5	-1
CCOc1ccc(NC(=S)NCCCN2CCN(C3CCCCC3)CC2)cc1	-0.8	-1.8	1.4	2	-1.3	3	1.6	-1	7	-0.5	1
COc1ccc(-c2cc(C(F)(F)F)nc(SCCC(=O)N3CCN4CCCC4C3)n2)cc1 (configuration not stated)	-1.4	4.1	-0.7	4	-0.3	-41	1.3	-17	-12	-0.4	-2
CC1(C(=O)Nc2cccc3c2CCCC3)CCN1C(=O)CCC1CCCC1 (configuration not stated)	-0.7	1.0	/	-1	-0.3	-4	0.6	-3	-5	-0.5	3
COc1ccc2cc(C(c3nnnn3CCc3ccccc3)N3CCC(O)CC3)c(=O)[nH]c2c1 (configuration not stated)	-1.3	1.1	-0.7	0	-0.9	-10	0.4	7	-8	-0.6	-1
Cc1cccc(-n2nnc(C(=O)NCc3ccco3)c2N)c1	-0.7	3.6	0.1	-19	-0.7	-10	-0.2	-1	-4	-0.2	-2
Cc1cccc(N2C(=O)C(CC(=O)Nc3cccc(F)c3)N(CCc3ccncc3)C2=O)c1 (configuration not stated)	-1.5	-6.4	-0.1	3	-1.1	-4	-0.8	6	-10	-0.3	1
CCN(CC)C(=O)c1[nH]cnc1C(=O)N[C@@H](CC(C)C)C(=O)OC(C)(C)C	-1.7	1.9	0.0	0	1.0	-8	2.2	5	-1	0.1	0
NS(=O)(=O)c1cccnc1Nc1cccc(Cl)c1	-1.3	-1.9	1.8	1	-1.1	3	0.2	1	-6	-0.5	0
O=C(Cc1nnc(NC(=O)Nc2ccc(F)cc2)s1)Nc1ccccc1	1.1*	-3.6	0.9	0	-0.9	-6	-0.4	0	-16	-0.1	0
CN1CCN(NC(=O)CN2C(=O)S/C(=C\c3c(Cl)cccc3Cl)C2=O)CC1	-0.8	-0.9	5.2*	1	0.1	0	0.4	9	-2	-0.5	-2
CC(C)C[C@H](NC(=O)CCn1nnc2ccccc2c1=O)C(=O)O	-1.6	-1.1	0.2	-1	-0.2	-11	-0.8	-2	2	0.3	-3
CC(C)C[C@H](NC(=O)c1cccs1)C(=O)N1CCC[C@H]1C(=O)NCc1ccccc1	-0.9	-2.4	/	-12	-1.5	-17	/	-6	8	-1.5	-2
COc1ccc(CC(=O)Nc2nc(C(C)(C)C)cs2)cc1	-1.3	-1.7	-1.3	3	-2.5	-1	1.5	-3	-1	-0.8	-3
Cc1c(C(=O)/C=C/N(C)C)nnn1-c1ccc(F)c(Cl)c1	-0.8	-0.5	/	-3	0.4	-13	3.1	1	7	-0.3	-1
O=C(CN1C(=O)C(=O)N(C2CCCC2)C1=O)Nc1ccccc1OC(F)F	-1.4	-0.9	0.2	-2	-0.1	4	2.2	-2	2	0.1	5
CN(C)c1ccc(C(=O)N2CCCC(N3CCN(Cc4ccc5c(c4)OCO5)CC3)C2)cc1 (configuration not stated)	-1.6	0.7	-0.3	-2	-1.4	2	-0.4	-1	3	-1.8	0
O=C(CS(=O)(=O)c1cn(Cc2cccc(F)c2)c2ccccc12)N1CCOCC1	-1.6	-2.4	2.8	-5	-0.8	0	-2.0	1	-4	0.2	0
COc1cc(/C=C/C(=O)OCC(=O)N2CCC(Cc3ccccc3)CC2)ccc1O	-1.6	-3.3	-1.1	-4	-2.8	-40	2.8	-6	-33	-0.4	-5
O=C(NC(NC(=S)Nc1ccc(Cl)cc1)C(Cl)(Cl)Cl)c1ccco1 (configuration not stated)	-1.1	-4.8	3.8	4	-3.7	5	-3.0	14	-16	0.2	-7
CCC(CC)C(=O)N1CCCC(c2nc(-c3cccs3)no2)C1 (configuration not stated)	-0.9	2.9	-0.3	-5	-1.7	3	3.1	-2	-7	-0.8	1
O=C(CSc1ncnc2nc[nH]c12)c1ccc(Cl)cc1	-1.8	-1.7	0.3	10	1.3	-10	-2.7	-2	-40	-0.8	-5
COc1cc(/C=C/C(O)=C/C(=O)/C=C/c2ccc(O)cc2)ccc1O	-1.3	-1.6	0.2	0	-0.9	-9	-0.8	-3	-18	0.8	0
C=CCn1c(-c2ccc(F)cc2)n[nH]c1=S	-1.2	-1.1	1.2	4	0.5	1	0.2	3	11	-0.5	0

The closing 5 records of the part above are carried over, then new ones follow:
SMILES	ssDAF-12 act	hgDAF-12 ag	DAX1 inh-1	NPR1 activator	hcDAF-12 act	ADAM10 inh	FXN GAA850 act	NPR2 activator	sPLA2-III inh	DAX1 inh-2	SMARCA2 act
O=C(NC(NC(=S)Nc1ccc(Cl)cc1)C(Cl)(Cl)Cl)c1ccco1 (configuration not stated)	-1.1	-4.8	3.8	4	-3.7	5	-3.0	14	-16	0.2	-7
CCC(CC)C(=O)N1CCCC(c2nc(-c3cccs3)no2)C1 (configuration not stated)	-0.9	2.9	-0.3	-5	-1.7	3	3.1	-2	-7	-0.8	1
O=C(CSc1ncnc2nc[nH]c12)c1ccc(Cl)cc1	-1.8	-1.7	0.3	10	1.3	-10	-2.7	-2	-40	-0.8	-5
COc1cc(/C=C/C(O)=C/C(=O)/C=C/c2ccc(O)cc2)ccc1O	-1.3	-1.6	0.2	0	-0.9	-9	-0.8	-3	-18	0.8	0
C=CCn1c(-c2ccc(F)cc2)n[nH]c1=S	-1.2	-1.1	1.2	4	0.5	1	0.2	3	11	-0.5	0
CCN(C(=O)CN1CCN(c2ccccc2O)CC1)c1c(N)n(Cc2ccccc2)c(=O)[nH]c1=O	-0.3	-2.6	-0.9	1	0.5	5	2.5	7	1	0.8	2
CCO[C@H]1OC(C(=O)NC2CC2)=C[C@@H](c2ccccc2)[C@@H]1CCCO	-1.2	2.5	0.1	-1	-0.8	-2	-1.7	5	-1	-0.1	1
O=C(COC(=O)CNC(=O)c1cccc([N+](=O)[O-])c1)Nc1ccccc1OC(F)F	-0.3	0.8	-1.7	-3	-0.7	3	1.9	2	5	-0.1	1
CCOC(=O)N1CCN(C(=O)c2cccn3c(=O)c4c5c(sc4nc23)CCCC5)CC1	-1.6	-2.3	2.4	5	-0.5	-21	1.7	1	11	-0.5	-5
CN1C(=O)CC(C(=O)Nc2ccccc2F)SC1=Nc1ccc2c(c1)OCO2 (configuration not stated)	-1.3	4.5	0.9	3	-0.1	4	-0.1	-3	0	0.4	-3
Nc1nccnc1C(=O)OCC(=O)N1CCN(S(=O)(=O)c2ccc(Cl)cc2)CC1	-0.8	-1.2	0.2	-1	-0.1	i	1.3	-7	-3	0.1	0
CS(=O)(=O)c1ccc2nc(NC(=O)CCS(=O)(=O)c3ccccc3)sc2c1	-1.8	-1.5	0.4	2	-1.9	-12	6.1	-6	3	0.0	0
CCc1nc2ccc(C(=O)N3CCN(S(=O)(=O)CC)CC3)cn2c1N(C=O)CCC(C)C	0.2	-0.2	/	0	1.5	-10	-0.2	-2	4	1.3	-2
CC(C)CCOc1ccc(/C=C2\CCn3c2nc2cc(C(=O)O)ccc2c3=O)cc1	-1.8	0.6	-0.1	-8	-2.0	-5	-3.5	0	-2	0.2	0
O=C(CCS(=O)(=O)c1ccccc1)N1CCOCC1	-1.4	1.3	1.0	3	3.6	-4	2.2	1	1	2.1	0
COc1cc(-c2nc(-c3ccncc3)no2)cc(OC)c1OC	-1.4	1.3	-0.3	-1	-1.8	3	-2.4	-4	3	0.1	-2
Cc1cc(=O)oc2cc(OCc3cc4c(cc3Cl)OCO4)ccc12	-0.9	-1.6	0.4	-6	-1.5	2	0.8	-10	11	0.8	3
Cc1cc(C)c(OCC(=O)OC(C)C(=O)NC2CC2)c(C)c1 (configuration not stated)	0.1	2.4	1.7	3	4.0	-8	1.6	-1	3	1.3	-2
CC(CCl)n1c(=O)c2ccccc2n1S(C)(=O)=O (configuration not stated)	-0.6	6.9	/	2	-1.9	-6	/	3	0	-0.3	-3
CCc1nn(CC(=O)NCCCN2CCN(C)CC2)c(=O)c2cc3sc(C)cc3n12	-0.7	5.3	1.4	0	1.2	-17	0.1	5	4	-0.1	-2
CCN1C(=O)C(CC(=O)Nc2ccc(OC)cc2)N(Cc2cccs2)C1=S (configuration not stated)	-1.6	-0.9	0.3	2	-1.0	0	-0.6	-2	-37	-0.3	-2
CC(C)Oc1cccc(NC(=O)C2(C)CCCN2C(=O)C(C)C)c1 (configuration not stated)	-1.4	1.3	/	3	0.8	0	0.2	-5	4	1.2	-3
COC(=O)[C@]1(Cc2ccccc2)N[C@H](CN(C)C(=O)c2ccc(F)cc2)[C@@H]2C(=O)N(Cc3ccccc3)C(=O)[C@@H]21	-1.1	2.3	-1.5	-5	1.2	-10	-5.1	-4	-5	-0.4	-5
CCOC(=O)C1C2C=CC3(CN(Cc4ccccc4)C(=O)C13)O2 (configuration not stated)	-2.5	-2.1	-0.1	2	-0.8	-6	0.9	1	1	-1.4	0
CC1(C)CC(=O)C(C(=S)Nc2ccc(F)cc2)=C(NCCN2CCOCC2)C1	-1.6	2.3	-1.3	-1	-0.7	-6	2.6	-4	6	-0.3	-2
COc1cccc(Cn2cc(C(=O)NCCN(C)C)nn2)c1	-0.9	-2.6	0.2	-4	-0.4	4	-0.8	-1	2	0.4	0

Compound activity (PubChem)
